Assay outcomes deposited in PubChem by National Center for Advancing Translational Sciences (NCATS).
KB-3-1 tox = kills parental KB-3-1 adenocarcinoma cells; KB-3-1 viability, CellTiter-Glo ATP luminescence, 72 h; 400,000 compounds, 1.4% hits; AID 1347075; Potency, µM (doses to about 46.1 µM), for inactives: at the highest dose activity change, negative = cytotoxic, usual class: cytotoxic; note: nearly all actives have a fitted effect of over 60% in size
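Cytotoxicity measured as CellTiter-Glo luminescence after 72 h at 37 C. Compound titrations were pinned onto drug-naive KB-3-1 parental adenocarcinoma cells grown in DMEM with 10% FBS, and normalized data fitted to concentration-response curves.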
ATXN2 expr inh = reduces ATXN2 reporter expression in HEK-293 cells; 360,000 compounds, 0.72% hits; AID 1745845; Potency, µM (doses to about 57 µM), for inactives: top-dose activity change, negative = inhibition, actives largely listed as inhibitors; HEK-293 ATXN2-luciferase reporter, luminescence, 24 h; note: nearly all actives have a fitted effect of over 55% in size
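qHTS (up to 57 uM final) was run with 24 h compound exposure of reporter cells at 37 °C. Each well was multiplexed: SteadyGlo luminescence measured ATXN2-luciferase expression after a fluorogenic Gly-Phe-AFC viability readout (25 uM final).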
KB-V1 MDR tox = kills drug-selected multidrug resistant KB-V1 cells | Potency, µM (top dose mostly 46.1 µM), without a hit: at the top dose activity change, negative = cytotoxicity, actives largely listed as cytotoxic | KB-V1 MDR cells viability, CellTiter-Glo, 72 h | 400,000 compounds, 3.4% hits; note: nearly all actives have a fitted effect of over 60% in size
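KB-V1 cells (P-gp-expressing MDR subline of KB-3-1) in phenol-red-free DMEM with 10% FBS were exposed to library compounds over a concentration series for 72 h at 37 degrees C. Viability read by CellTiter-Glo luminescence; concentration-effect curves fitted after normalization.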
Numbers without * were called inactive; u = inconclusive; [ ] = another dose, or the depositor's remark. Calls come from the whole dose curve; as a rule, active = well fitted curve in the direction sought with a large enough effect; inconclusive = small, poorly fitted or top-dose-only effect, or another doubt; inactive = no such curve, though single readings can be large; an effect the other way counts as inactive or inconclusive. % is set by controls: 0 for no effect and ±100 for the full control effect; potency is the fitted concentration of half-maximal effect. This is a subset; the hit share may differ from the screen's.

cpd	SMILES	KB-3-1 tox	ATXN2 expr inh	KB-V1 MDR tox
1	COc1cccc(C(=O)NCC2OCCc3ccccc32)c1 (stereo not given)	23%	9%	u
2	Cc1ccccc1OCc1nnc(SCc2cc(=O)c3cccc(F)c3[nH]2)n1C	0%	-30%	-24%
3	COc1ccc(N2CCN(S(=O)(=O)c3ccc(CC(C)C)cc3)CC2)cc1	5%	5%	1%
4	CC(NC(=O)c1cccc(NC(=O)c2nsc3ccccc23)c1)c1ccccc1 (stereo not given)	0%	50%[activator]	0%
5	COc1ccccc1N1CCN(c2ncnc3onc(-c4ccc(F)cc4)c23)CC1	-6%	11%	u
6	O=C(CSc1nc(-c2ccc(F)cc2)[nH]c1-c1ccccc1)Nc1ccccc1	-26%	-18%	-7%
7	Cc1ccc(NC(c2ccc(Cl)cc2)c2nnc(-c3cccc(F)c3)o2)cc1C (stereo not given)	9%	11%	19%
8	CCOc1ccc(OCC)c(NC(=O)c2cnn(-c3ccc(F)cc3)c2-n2cccc2)c1	-7%	-2%	-24%
9	COc1ccccc1N1CCN(C(=O)CSc2nc(-c3ccc(C(C)C)cc3)no2)CC1	3%	-17%	0%
10	Cc1nn(CC(=O)NCc2cccc(Br)c2)c(=O)c2c1sc1ccccc12	16%	14%	-14%
11	Nc1nn(-c2ccccc2)nc1C(=O)OCc1c(F)cccc1Cl	5%	34%[activator]	4%
12	COc1cc(OC)cc(C(=O)Nc2ccc(-c3nc4ccccc4s3)c(C)c2)c1	2%	20%	21%
13	Cc1c(Cl)cccc1N1C(N)=C(C#N)C(c2cc(CN3CCOCC3)cs2)C2=C1CCCC2=O (stereo not given)	13%	4%	-28%
14	COc1ccc(-c2ccc(=O)n(CC(=O)Nc3ccc(Br)cc3F)n2)cc1	4%	-1%	6%
15	Cc1ccc(CN2CCCn3nc(C(=O)NC(C)C)cc3C2=O)cc1	2%	5%	-10%
16	CCc1ccc(NC(=O)c2ccc(-c3ccccc3)s2)cc1	2%	31%[activator]	-13%
17	CC(=O)Nc1ccc(-n2c(CCC(=O)O)ccc2-c2ccc(Br)cc2)cc1	-5%	2%	28%
18	O=C(c1nc(-c2ccc(Cl)cc2)n2c1CCCCC2)N1CCN(c2ccccc2)CC1	-1%	-4%	-24%
19	CCN1Cc2cccc(C(=O)Nc3ccc(F)cc3)c2C1=O	2%	1%	0%
20	CCOc1ccc(CNC(=O)CCS(=O)(=O)c2cc3c4c(c2)CCN4C(=O)CC3)cc1	2%	0%	6%
21	COC(=O)CSc1nc2sc3c(c2c(=O)n1-c1ccccc1)C(C)CCC3 (stereo not given)	15%	-6%	-3%
22	Cc1cccc(Cn2cccc2CNS(=O)(=O)c2ccc(C)c(C)c2)c1	u	u	u
23	COc1ccc(OCC(=O)Nc2ccc3c(c2)N(C)C(=O)c2ccccc2S3)cc1	13%	u	-17%
24	COC(=O)c1c(NC(=O)Cc2coc3cc(C)ccc23)sc2c1CCC2	-6%	15%	-10%
25	COC(=O)c1ccccc1NC(=O)c1cc(CN2CCOCC2)on1	4%	-7%	-18%
26	COc1ccc(NC(=O)c2c(NCc3sccc3C)sc3c2CCCC3)c(OC)c1	-17%	u	2%
27	CN(C)c1oc(-c2ccc(COc3ccccc3)o2)nc1C#N	14%	-21%	-4%
28	CC1=C(C(=O)OC2CCCC2)C(c2c(F)cccc2Cl)CC(=O)N1 (stereo not given)	0%	u	u
29	Cc1ccc(-n2nc(C)c3nc(CCC(=O)Nc4cccc(F)c4)c(=O)n(C)c32)cc1	-2%	9%	5%
30	CC(C)(C)c1ccc(C(=O)NCCc2csc(-c3ccc(Cl)cc3)n2)cc1	0%	-12%	-5%
31	CC(=O)N1c2c(cc(Br)cc2S(=O)(=O)NCc2ccccc2Cl)CC1C (stereo not given)	-5%	-5%	-4%
32	CC(C)c1ccc(CN(Cc2ccco2)c2cnc(S(C)(=O)=O)nc2C(=O)Nc2ccccc2)cc1	-1%	15%	4%
33	COc1cc(C2CC(=O)c3c([nH]c(C(=O)OC4CCCC4)c3C)C2)cc(OC)c1OC (stereo not given)	u	-21%	-18%
34	CCOC(=O)c1c(NC(=O)COc2cccc(C)c2C)sc(C(C)=O)c1C	3%	10%	6%
35	CCCS(=O)(=O)N1CCC(N2CCN(Cc3ccc(C)cc3)C(=O)C2=O)CC1	5%	10%	u
36	COc1cccc(C2CC(=O)N3CN(C4CCCCC4)CSC3=C2C#N)c1 (stereo not given)	18%	11%	0%
37	CCc1ccccc1NC(=O)c1cc(S(=O)(=O)NC2CCCC2)ccc1F	-14%	-1%	-17%
38	O=C(Nc1ccc(C(=O)N2CCCCC2)cc1)c1nsc2ccccc12	u	-3%	0%
39	Cc1oc2ncn(C)c(=O)c2c1C(=O)NCCCN1CCCC(C)C1 (stereo not given)	-9%	-5%	-4%
40	CSc1ccc(CCNC(=O)CN2C(=O)COc3ccc(S(=O)(=O)N4CCCC4)cc32)cc1	-27%	2%	-25%
41	Cc1cc(C)cc(-n2c(SCC(N)=O)nc3c(oc4ccccc43)c2=O)c1	6%	-31%	-2%
42	COc1ccc(-c2nn3c(-c4ccccc4)nnc3c3ccccc23)cc1	4%	7%	24%
43	COc1cc(Cl)c(NC(=O)CCc2nc3cccnc3n2-c2ccccc2)c(OC)c1	13%	8%	11%
44	COc1ccc(NC(=O)N2CCN(S(=O)(=O)c3ccc4c(ccn4C)c3)CC2)cc1OC	-7%	-3%	11%
45	COc1cc(OC)c(NC(=O)C2CCCN(c3ncnc4c3nc3n4CCCCC3)C2)cc1Cl (stereo not given)	17%	6%	-2%
46	COc1ccc(CCC(=O)NCCc2csc(-c3ccc(Cl)cc3)n2)cc1	u	-16%	-12%
47	COc1ccccc1N1CCN(C(c2ccc(Cl)cc2)c2nnc(-c3cccc(F)c3)o2)CC1 (stereo not given)	9%	4%	-22%
48	Cc1cccc(-n2cnc3cc(C(=O)NC4CCCCCC4)ccc32)c1	-8%	-28%	u
49	Cc1ccc(NC(=O)c2nnn(Cc3cccc(C(F)(F)F)c3)c2N)c(C)c1	-30%	u	3%
50	CCCCN(C)CCCNC(=O)Cn1ncc2c3ccccc3n(Cc3cccc(Cl)c3)c2c1=O	-2%	-20%	11%

(continued)
cpd	SMILES	KB-3-1 tox	ATXN2 expr inh	KB-V1 MDR tox
51	CCOC(=O)c1c(C)oc2nc(C)nc(NCC3CCN(Cc4ccccc4C)CC3)c12	1%	7%	0%
52	COc1ccc(-n2c(=O)c3c4c(sc3n(Cc3ccc(F)cc3)c2=O)CN(C(C)=O)CC4)c(OC)c1	1%	-9%	1%
53	Cc1c(NC(=O)c2cccc3c(Cl)cccc23)cccc1-c1nc2ccccc2o1	5%	-2%	-18%
54	CC(C)Sc1ncc(Cl)c(C(=O)Nc2ccc(S(=O)(=O)Nc3ncccn3)cc2)n1	6%	-8%	10%
55	Cc1c(CNC(C)CCc2ccccc2)c(C(=O)O)c(C)n1Cc1ccc(F)cc1 (stereo not given)	1%	-7%	12%
56	CCN(CC)S(=O)(=O)c1ccc2c(c1)N(CC(=O)N1CCN(c3cccc(Cl)c3)CC1)C(=O)CO2	5%	-10%	21%
57	CCc1nc2ccccc2n1CCCCOc1cccc(C)c1	0%	u	u
58	CCOC(=O)c1ccccc1NC(=O)Cn1c(=O)n(Cc2ccc(C(=O)NCc3ccc4c(c3)OCO4)cc2)c(=O)c2ccccc21	0%	-2%	u
59	Cc1ccccc1C(=O)Nc1ccc2nc(Nc3cccc(C(F)(F)F)c3)cc(C)c2c1	u	u	0%
60	CCOc1ccccc1N(C)C(=O)C1CCCN(c2ncnc3onc(-c4ccc(F)cc4)c23)C1 (stereo not given)	-2%	0%	15%
61	CCOC(=O)c1c(C)oc2ncnc(N3CCN(c4ccccc4)CC3)c12	10%	u	u
62	COc1ccccc1OC(C)C(=O)N1CCN(CCc2ccccn2)CC1 (stereo not given)	13%	2%	-11%
63	CCOC(=O)c1c(C)[nH]c(C)c1S(=O)(=O)N1CCC(C(=O)NCc2ccc(OC)cc2)CC1	0%	-3%	18%
64	CCOc1ccc(NC(=O)c2cnn(-c3ccccc3)c2-n2cccc2)cc1	-4%	-3%	-13%
65	CC(C)(C)c1ccc(OCCSc2nc(-c3cccs3)nc3cc(=O)[nH]n23)cc1	-2%	0%	0%
66	Cc1ccc2c(CC(=O)Nc3c(C(=O)Nc4cccc(Cl)c4)oc4ccccc34)coc2c1C	3%	29%	13%
67	Cc1ccccc1CN1c2ccccc2-c2nc(SCC(=O)NCc3ccccc3)ncc2S1(=O)=O	0%	-4%	u
68	Cc1nc2c(-c3ccccc3)c(C)nn2c(C)c1CCC(=O)NCCc1ccccc1	7%	-20%	-1%
69	CCOc1ccc(C(=O)Nc2c(C(=O)N3CCN(c4ccccc4F)CC3)oc3ccccc23)cc1	9%	14%	0%
70	CCCc1cc(=O)n2[nH]c(NCc3ccccc3OC)nc2n1	0%	-2%	u
71	O=S(=O)(Nc1cccc(-c2ccc(N3CCCC3)nn2)c1)c1ccc(F)cc1F	-2%	12%	0%
72	CCOc1ccc(-c2nc(CSCC(=O)NCCc3ccc(OCC)c(OCC)c3)c(C)o2)cc1	-20%	20µM*	u
73	CCOc1ccc(NC(=O)Cn2c(=O)n(Cc3ccc4c(c3)OCO4)c(=O)c3ccc(C(=O)NC4CCCCC4)cc32)cc1	8%	7%	u
74	O=C(NCCc1csc(-c2ccc(Cl)cc2)n1)c1cccs1	-10%	u	u
75	CCOc1ccc(NC(=O)C2CCN(c3nnc(C)c4c(C)n(-c5ccccc5)nc34)CC2)cc1	0%	-14%	-1%
76	CCN(C(=O)Cn1cnc2sc(C)c(S(=O)(=O)N3CCN(c4ncccn4)CC3)c2c1=O)c1ccccc1F	0%	4%	-10%
77	O=C(O)c1cccc(NC(=O)c2cc3cc(Br)cc(Br)c3oc2=O)c1	8%	29%	11%
78	Cc1ccc(OCC(=O)OCc2cc(=O)n3nc(C4CC4)sc3n2)cc1C	1%	-7%	-4%
79	Cc1nc2c(C(=O)NCCc3ccccc3)c[nH]n2c(=O)c1Cc1ccccc1F	0%	2%	u
80	COc1ccc(NC(=O)Nc2nnc(N3CCCCCC3)s2)c(OC)c1	-3%	-30%	-1%

Another view of some results above:
#69 CCOc1ccc(C(=O)Nc2c(C(=O)N3CCN(c4ccccc4F)CC3)oc3ccccc23)cc1
#70 CCCc1cc(=O)n2[nH]c(NCc3ccccc3OC)nc2n1
#71 O=S(=O)(Nc1cccc(-c2ccc(N3CCCC3)nn2)c1)c1ccc(F)cc1F
#72 CCOc1ccc(-c2nc(CSCC(=O)NCCc3ccc(OCC)c(OCC)c3)c(C)o2)cc1
#73 CCOc1ccc(NC(=O)Cn2c(=O)n(Cc3ccc4c(c3)OCO4)c(=O)c3ccc(C(=O)NC4CCCCC4)cc32)cc1
#74 O=C(NCCc1csc(-c2ccc(Cl)cc2)n1)c1cccs1
#75 CCOc1ccc(NC(=O)C2CCN(c3nnc(C)c4c(C)n(-c5ccccc5)nc34)CC2)cc1
#76 CCN(C(=O)Cn1cnc2sc(C)c(S(=O)(=O)N3CCN(c4ncccn4)CC3)c2c1=O)c1ccccc1F
#77 O=C(O)c1cccc(NC(=O)c2cc3cc(Br)cc(Br)c3oc2=O)c1
#78 Cc1ccc(OCC(=O)OCc2cc(=O)n3nc(C4CC4)sc3n2)cc1C

compound no.	69	70	71	72	73	74	75	76	77	78
KB-3-1 tox	9%	0%	-2%	-20%	8%	-10%	0%	0%	8%	1%
ATXN2 expr inh	14%	-2%	12%	20µM*	7%	u	-14%	4%	29%	-7%
KB-V1 MDR tox	0%	u	0%	u	u	u	-1%	-10%	11%	-4%

#79 Cc1nc2c(C(=O)NCCc3ccccc3)c[nH]n2c(=O)c1Cc1ccccc1F

compound no.	79
KB-3-1 tox	0%
ATXN2 expr inh	2%
KB-V1 MDR tox	u

More structures follow.
cpd	SMILES	KB-3-1 tox	ATXN2 expr inh	KB-V1 MDR tox
81	CCn1cc2nc(SCc3cc(C)ccc3C)n(Cc3ccc(C)cc3)c(=O)c2n1	-3%	-1%	-4%
82	Cc1nc2c(-c3ccccc3)c(C)nn2c(C)c1CCC(=O)NCc1ccccc1	16%	-4%	-11%
83	Cc1nn(C(=O)c2ccc(Cl)cc2)c(C)c1Sc1ccc(Cl)cc1	-6%	-1%	u
84	COc1ccc(NCc2cccn2-c2nnc(N3CCOCC3)s2)c(OC)c1	9%	32%[activator]	26%
